Screens (PubChem BioAssay)
ARFGAP1 inhibitor – inhibits rat ARF GTPase activating protein 1. Q62848. Arfgap1-stimulated ARF1 GTP hydrolysis, GDP FP detection. inhibition, % at 16.5 µM. 360,000 tested, 0.26% active;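 active means inhibition above a per-plate limit, mean inhibition of low control wells plus 3 SD, cut at about 25% in these data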;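 further: 0% = DMSO wells with enzyme and 100% = wells lacking Arfgap1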
Target sequence (Q62848 1-136 limits assumed): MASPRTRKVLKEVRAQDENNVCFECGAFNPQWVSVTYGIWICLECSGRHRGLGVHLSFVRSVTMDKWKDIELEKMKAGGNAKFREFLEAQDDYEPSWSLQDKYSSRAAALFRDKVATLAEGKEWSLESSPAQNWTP
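Material: rat Arfgap1 catalytic domain, aa 1-136; also added: human ARF1(Δ1-17)-GTP substrate; compound dosing: one concentration, 16.5 µM, DMSO 1.26%; incubation: GTP hydrolysis reaction 2 h at 25 °C; measured by: Tracer-displacement fluorescence polarization with EDTA stop, 620/688 nm; evaluation: % inhibition from polarization; repeats: one replicate per compound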
PG9 binder – binds the HIV-1 gp120 antibody PG9; TR-FRET gp120-PG9 antibody binding; inhibition, % at 6.7 µM; 360,000 tested, 0.43% active; AID 624416; in the data active means inhibition above about 8.5%
HTRA1 inh – inhibitors of human serine peptidase HTRA1 | Q92743 | recombinant HTRA1, FP-rhodamine activity-based probe, fluorescence polarization | inhibition, % at 5.96 µM | 340,000 tested, 0.5% active; in the data active means inhibition above about 36%;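 further: 0% = enzyme with DMSO and 100% = wells lacking enzyme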
SMARCA2 activ – SMARCA2 function activation, primary screen; MG213 cells, MMTV-luciferase reporter, dexamethasone, overnight; activation, % at 9.1 µM; 370,000 tested, 1% active; in the data active means activation above about 7.8%;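 further: 0% = vehicle wells and 100% = reference activator wells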
Rev-erbA mod – modulates human Rev-erb alpha binding to DNA; Rev-erbα–FITC-DNA binding, fluorescence polarization, 90 min; AID 1259318; P20393; 370,000 tested, 0.79% active; activity, % at 10 µM;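 active means activity above about 14%, limit read from the data; passing the limit was not always enough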;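 further: 0% = DMSO wells with 35 nM protein and 100% = DMSO wells with 750 nM protein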
mABHD4 FP – ABHD4 (mouse) inhibition, primary FP screen; Q8VD66; purified mABHD4, FP-Rh probe fluorescence polarization; inhibition, % at 8.92 µM; 370,000 tested, 0.54% active;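 active means inhibition exceeding the mean over every tested compound plus 3 SD, cut at about 30% in these data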;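 further: 0% = plate median of compound wells and 100% = S159A mutant with DMSO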
Target sequence (Q8VD66 whole entry, looked up): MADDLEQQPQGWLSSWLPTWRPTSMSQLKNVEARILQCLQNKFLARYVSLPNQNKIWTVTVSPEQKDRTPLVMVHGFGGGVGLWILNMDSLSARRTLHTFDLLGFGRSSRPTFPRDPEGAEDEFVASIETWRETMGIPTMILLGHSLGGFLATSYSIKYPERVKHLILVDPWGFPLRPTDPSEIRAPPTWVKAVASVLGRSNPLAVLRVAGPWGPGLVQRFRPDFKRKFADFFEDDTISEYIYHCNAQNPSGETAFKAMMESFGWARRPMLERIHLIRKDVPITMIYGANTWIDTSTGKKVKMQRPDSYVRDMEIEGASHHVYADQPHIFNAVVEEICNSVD
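System: mouse ABHD4 enzyme, wild type / Medium: HEPES pH 7.0, NaCl, Pluronic buffer / Reagent: FP-Rh activity-based fluorescent probe / Control set: S159A mutant high control, sample median low control / Detection: fluorescence polarization with parallel and perpendicular emission, 525/598 nm / Schedule: 45 min + 60 min at 25 °C / Compound dosing: 8.92 µM, single dose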
GC-A act – GC-A (human) enzyme activation; P16066; HEK293 GC-A cells, cGMP TR-FRET, EC30 ANP; 0% at EC30 ANP, 100% saturating ANP; activation, % at 10 µM; 370,000 tested, 0.14% active; AID 1671463; in the data active means activation above about 40%
rCAG RNA binder – binds r(CAG) RNA repeats. 370,000 tested, 1.3% active. inhibition, % at 3 µM. r(CAG) RNA repeat, TO-PRO-1 dye displacement fluorescence;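 active means inhibition above the plate cutoff, the mean of all test compounds on that plate plus 3 SD, cut at about 35% in these data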;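 further: 0% = DMSO alone and 100% = 100 µM mitoxantrone as full dye displacement; higher means more dye released from RNA so lower well fluorescence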
ASAP1 inh – ASAP1 ArfGAP inhibition; ASAP1-stimulated ARF1 GTP hydrolysis, GDP FP detection; inhibition, % at 16.5 µM; 360,000 tested, 0.19% active; AID 624377; in the data active means inhibition above about 25%;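 further: 0% = vehicle with enzyme and substrate and 100% = no enzyme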
Target sequence (Q9ULH1 325-724 limits assumed): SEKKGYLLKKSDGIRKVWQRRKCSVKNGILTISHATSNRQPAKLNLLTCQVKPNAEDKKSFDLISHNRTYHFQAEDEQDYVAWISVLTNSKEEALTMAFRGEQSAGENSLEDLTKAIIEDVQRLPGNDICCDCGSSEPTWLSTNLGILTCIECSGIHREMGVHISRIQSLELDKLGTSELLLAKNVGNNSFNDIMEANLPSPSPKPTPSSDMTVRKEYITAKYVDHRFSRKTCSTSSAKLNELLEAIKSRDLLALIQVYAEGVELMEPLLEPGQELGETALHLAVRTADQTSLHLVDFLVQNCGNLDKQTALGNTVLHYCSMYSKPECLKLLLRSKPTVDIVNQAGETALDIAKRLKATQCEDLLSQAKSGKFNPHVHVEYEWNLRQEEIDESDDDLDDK
NPR2 activator – GC-B (human) receptor activation. 370,000 tested, 0.11% active. activation, % at 10 µM. HEK293-GC-B cells, CNP EC30, cGMP TR-FRET; 0% at EC30 CNP, 100% saturating CNP. P20594;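 active means activation at 10 µM reaching about 35% in either raw or pattern-adjusted values, limit read from the data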
* hit, by the source's call; x = no result given; & = joins results of further samples.

SMILES	ARFGAP1 inhibitor	PG9 binder	HTRA1 inh	SMARCA2 activ	Rev-erbA mod	mABHD4 FP	GC-A act	rCAG RNA binder	ASAP1 inh	NPR2 activator
O=C(Nc1ccccc1Sc1ccccc1)c1ccccc1	14	-0.5	-29	-2	6	-2	-3	-4	6	-1
CC(C)(C)Sc1ccccc1S(=O)(=O)C(C)(C)C	-6	-0.5	2	0	2	-2	0	-3	-5	3
Cc1cc(C)n2nc(SCC(=O)N(C)C3CCCCC3)nc2n1	-7	0.1	0	0	-1	3	4	-4	-6	-2
CCOC(=O)c1ccccc1N=N/C(C(C)=O)=C(/C)O	-3	-2.7	-3	1	3	0	-3	-1	9	-2
CCOC(=O)Cc1c(C)nc(SC)[nH]c1=O	7	-2.8	3	1	3	2	-4	-2	-2	4
O=C(Oc1ccc2c(-c3ccccc3)cc(=O)oc2c1)C1CCCCC1	-2	-0.5	-14	-1	-2	-3	3	2	5	2
C=CCSC1=N/C(=C\c2ccc3c(c2)OCO3)C(=O)S1	11	0.0	-7	0	-1	9	0	6	-2	-2
CCOc1ccccc1/C=N/n1c(C)nc2ccccc2c1=O	4	-0.4	-3	0	-5	8	0	-2	-2	-5
Cc1cc(Cl)ccc1N1C(=O)CC(NNC(=O)c2cccnc2)C1=O (configuration not stated)	5	-0.2	-2	-1	-3	3	3	9	-9	-2
O=C(Cn1cnc2ccccc21)N/N=C/c1ccco1	6	-3.1	-8	-1	9	2	1	1	-6	-2
CC1=CC2=NC(=O)CC(C)(C(=O)N(CC(=O)NC3CCCC3)Cc3ccc(Cl)cc3)N2C=C1 (configuration not stated)	2	-1.8	11	-1	-2	-2	1	-4	4	-4
COc1cccc(CNC(=O)CCCn2nc(C)n3c(cc4sccc43)c2=O)c1	2	-0.2	1	-1	1	-2	-3	-2	5	-3

Full records, looked up by structure:
`O=C(Oc1ccc2c(-c3ccccc3)cc(=O)oc2c1)C1CCCCC1` is entered as ARFGAP1 inhibitor = -2; PG9 binder = -0.5; HTRA1 inh = -14; SMARCA2 activ = -1; Rev-erbA mod = -2; mABHD4 FP = -3; GC-A act = 3; rCAG RNA binder = 2; ASAP1 inh = 5; NPR2 activator = 2
`Cc1cc(C)n2nc(SCC(=O)N(C)C3CCCCC3)nc2n1` is entered as ARFGAP1 inhibitor = -7; PG9 binder = 0.1; HTRA1 inh = 0; SMARCA2 activ = 0; Rev-erbA mod = -1; mABHD4 FP = 3; GC-A act = 4; rCAG RNA binder = -4; ASAP1 inh = -6; NPR2 activator = -2

More compounds follow.
SMILES	ARFGAP1 inhibitor	PG9 binder	HTRA1 inh	SMARCA2 activ	Rev-erbA mod	mABHD4 FP	GC-A act	rCAG RNA binder	ASAP1 inh	NPR2 activator
C#CCN(C[C@H]1[C@H](OC(=O)NCC2CCCCC2)[C@H](OC(=O)NCC2CCCCC2)C[C@@H](C(=O)OC)[C@H]1C(=O)OC)S(=O)(=O)c1ccc(C)cc1	2	0.9	3	-2	-3	2	3	3	2	-3
CCc1nnc(NC(=O)COC(=O)CN2C(=O)c3ccccc3C2=O)s1	6	-0.8	4	1	-1	-1	0	-2	1	-1
CCOC(=O)N1CCN(C(=O)CSCc2ccc(C)cc2)CC1	-8	-1.1	4	2	1	-3	2	-3	-21	2
CC(C)(C)c1ccc(C(=O)N2CCC2(C)C(=O)NCCC#N)cc1 (configuration not stated)	7	1.0	x	4	0	1	0	-1	-3	0
C=CCn1c(SCCN2C(=O)c3ccccc3C2=O)nc2scc(-c3ccc(F)cc3)c2c1=O	-4	1.2	-1	-4	21*	-3	-104	1	4	-80
CC(C)N(C(=O)CSc1nc(COc2ccccc2)nc2ccccc12)C(C)C	9	0.6	-26	-3	4	-12	-6	1	-2	-3
COc1ccc2cc(C=O)n(C)c2c1	-6	-0.6	-2	0	-3	6	0	-3	-6	-5
O=C(NCC1CCCO1)c1ccc(NC(=O)c2cccc(Cl)c2)cc1 (configuration not stated)	1	0.8	-11	0	5	-9	-2	-4	-6	-6
O=C(COC(=O)c1n[nH]c2ccccc12)NCCc1ccccc1	-17	-1.2	-5	4	-3	-3	-2	2	5	1
Cc1ccc(OCCCN2CCC(C(O)(c3ccccc3)c3ccccc3)CC2)cc1	6	0.4	x	-7	0&11	11&3	-14&-14	1	14	-15&-9
Cn1c(=O)[nH]c(=O)c2c1nc(SCC(=O)O)n2CCc1ccccc1	-3	-1.0	1	-2	-2	4	-1	1	1	7
Cc1cccc(OCC(=O)N2CCN(S(C)(=O)=O)CC2)c1	13	-4.4	1	-4	-1	-5	2	-3	8	-1
CCc1nnc(NC(=O)c2ccc(S(=O)(=O)N(CCOC)CCOC)cc2)s1	-4	-0.8	14	-1	-5	-1	0	3	9	6
N#C/C(C(=O)N1CCCCC1)=C1\Nc2ccccc2S1	-6	-6.3	2	6	3	11	-2	2	-2	2
Oc1ccc(Br)cc1C1Nc2ccccc2S1 (configuration not stated)	-7	25*	-11	2	152*	-3	-1	1	2	5
COC(=O)Nc1ccc(OCC(=O)N2CCOCC2)cc1	0	-1.9	3	3	-1	3	-3	5	5	-2
CCN(CC)S(=O)(=O)c1ccc(NC2c3ccccc3C(=O)N2CCN2CCOCC2)cc1 (configuration not stated)	-9	1.8	4	-1	-1	4	-1	0	-14	4
O=C(CCC(=O)Nc1nnc(C2CCCCC2)s1)Nc1ccc(F)cc1	15	-0.2	1	0	0	0	-3	1	6	6
C=CCn1c(CCC(=O)O)ccc1-c1ccc(OC)cc1	19	-0.4	-5	0	-7	3	-4	6	3	7
COC(=O)[C@@H](Cc1ccccc1)NS(=O)(=O)N[C@H](Cc1ccccc1)C(=O)OC	0	0.0	-2	1	-1	4	-2	-9	9	0
CCCn1nnnc1SCC(=O)NNC(=O)c1ccco1	-1	1.6	4	1	5	0	4	2	0	4
CCNCCOC(c1ccccc1)c1ccccc1	-2	-0.7	-3	0	-3	3	-20	1	11	-22
COc1ccc(C(=O)N/N=C/c2ccc(OC)c(COc3ccccc3)c2)cc1	10	-2.2	-16	6	-1	-4	2	-1	20	3
CC(=O)NCCn1c(SCc2cccc([N+](=O)[O-])c2)nc2ccccc2c1=O	0	-0.1	-1	-3	-6	-4	-12	0	5	-3

Some of these compounds in order of molar mass, ascending:
SMILES	ARFGAP1 inhibitor	PG9 binder	HTRA1 inh	SMARCA2 activ	Rev-erbA mod	mABHD4 FP	GC-A act	rCAG RNA binder	ASAP1 inh	NPR2 activator
N#C/C(C(=O)N1CCCCC1)=C1\Nc2ccccc2S1	-6	-6.3	2	6	3	11	-2	2	-2	2
COC(=O)Nc1ccc(OCC(=O)N2CCOCC2)cc1	0	-1.9	3	3	-1	3	-3	5	5	-2
O=C(CCC(=O)Nc1nnc(C2CCCCC2)s1)Nc1ccc(F)cc1	15	-0.2	1	0	0	0	-3	1	6	6
CCc1nnc(NC(=O)c2ccc(S(=O)(=O)N(CCOC)CCOC)cc2)s1	-4	-0.8	14	-1	-5	-1	0	3	9	6

Additional records.
SMILES	ARFGAP1 inhibitor	PG9 binder	HTRA1 inh	SMARCA2 activ	Rev-erbA mod	mABHD4 FP	GC-A act	rCAG RNA binder	ASAP1 inh	NPR2 activator
Nc1nc2nc(-c3ccccc3)cc(=O)n2[nH]1	10	0.9	3	-1	0	0	5	0	-2	3
CCSc1nnc(NC(=O)CSc2nnc(Cc3cccn3C)n2CCc2ccccc2)s1	5	-0.7	-15	-1	1	-2	-3	10	-2	-4
Cn1c(NC(=O)c2ccccc2NC(=O)C(C)(C)C)nc2ccccc21	-1	-0.5	-12	-3	-8	0	5	4	1	6
COc1ccc(S(=O)(=O)Nc2ccccc2N2CCOCC2)cc1[N+](=O)[O-]	19	1.8	5	-3	8	3	-4	0	2	-2
CCCC(=O)Nc1ccc(NC(=O)c2ccccc2OC)cn1	11	-1.5	1	3	2	8	1	-5	-12	0
CCOC(=O)c1sc2nc(C)cc(C)c2c1N	-1	0.8	-7	2	0	-3	7	1	-11	-7
CCOC(=O)N1CCN(C(=O)CN2C(=O)c3ccccc3S2(=O)=O)CC1	-14	-1.2	3	1	-4	7	-2	0	0	-6
Cn1nc(NC(=O)C2CCC2C(=O)O)c2c(F)cccc21 (configuration not stated)	-5	-0.2	6	5	1	2	-1	-1	2	-3
CCCCN(C(=O)CCSc1ccc(F)cc1)c1c(N)n(Cc2ccccc2)c(=O)[nH]c1=O	-11	0.9	-7	-1	-5	1	6	-3	-18	5
CC1=C2C(CCS2(=O)=O)CC2(C1)C(=O)OC(C)(C)OC2=O (configuration not stated)	5	-0.5	3	0	0	-6	0	4	-6	-3
COc1ccc(N2CCN(C(=O)c3cc(=O)c4cc(C)ccc4o3)CC2)cc1	3	-0.9	2	-1	-3	-1	0	-7	4	-2
CC1(NC(=S)NCCCCCCNC(=S)NC2(C)CCS(=O)(=O)C2)CCS(=O)(=O)C1 (configuration not stated)	-11	0.1	-1	-2	3	-4	2	7	2	4
Nc1cccnc1Sc1cccc(Cl)c1	-2	-0.1	3	-5	3	8	1	-1	-12	26
CC1CC1C(=O)OCC(=O)Nc1cc(S(=O)(=O)N2CCCCC2)ccc1Cl (configuration not stated)	-1	-0.2	-2	0	0	-12	-1	2	-20	-4
O=C(CCNC(=O)Cn1ccc2ccccc2c1=O)NCCC1=CCCCC1	-2	-1.5	2	1	1	-4	1	3	-5	-3
COc1ccc(C(C)(O)c2nc(-c3cccc(C(F)(F)F)c3)cs2)cc1 (configuration not stated)	-4	-2.7	x	-1	1	-15	-1	4	12	-6
COc1ccc(NC(=O)Nc2nnc(Cc3ccccc3)s2)cc1	1	-0.8	3	-3	1	-5	7	30	3	4
COc1ccccc1OCc1nnc(SCC(=O)Nc2ccc(C)cc2)n1C	5	-0.8	-3	0	-8	-4	0	-4	6	1
Cn1c(CCN2CCN(c3ccccc3)CC2)nc2cc(NC(=O)c3ccco3)ccc21	0	0.0	12	0	4	4	-3	-7	5	3
CC(C)n1nnnc1C1c2ccccc2C(=O)N1CCc1ccccc1F (configuration not stated)	-11	-1.1	x	8.8*	6	3	2	1	-2	-2
Cc1noc(C)c1NC(=O)Nc1cccc2c1O[C@H](CN(C)S(=O)(=O)c1ccc(F)cc1)[C@@H](C)CN([C@H](C)CO)C2=O	5	2.4	-3	3	0	8	2	-8	4	1
